Screening results as filed in PubChem BioAssay.
bCat KO growth = beta-catenin-lacking colon tumor cell growth suppression | viability, % at 10 µM | AID 818 | 140,000 tested, 1.5% active | HCT116 beta-catenin knockout viability, CellTiter-Glo, 60 h; hits give low values;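 active = viability at or under a set limit, the compound median less 4 SD, cut at about 6% in these data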;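 also: 0% = Hyamine 1622 control at 20 µM and 100% = untreated cell control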
GALR2 antag = antagonists of human galanin receptor 2 (GALR2); AID 828; O43603; 140,000 tested, 0.39% active; inhibition, % at 4 µM; GALR2-expressing cells, antagonist mode; in the data active = inhibition above about 27%;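 also: cells stimulated with galanin 1-16 at roughly its EC80; 0% = agonist challenge control and 100% = basal control without agonist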
Target sequence (O43603 whole entry, looked up): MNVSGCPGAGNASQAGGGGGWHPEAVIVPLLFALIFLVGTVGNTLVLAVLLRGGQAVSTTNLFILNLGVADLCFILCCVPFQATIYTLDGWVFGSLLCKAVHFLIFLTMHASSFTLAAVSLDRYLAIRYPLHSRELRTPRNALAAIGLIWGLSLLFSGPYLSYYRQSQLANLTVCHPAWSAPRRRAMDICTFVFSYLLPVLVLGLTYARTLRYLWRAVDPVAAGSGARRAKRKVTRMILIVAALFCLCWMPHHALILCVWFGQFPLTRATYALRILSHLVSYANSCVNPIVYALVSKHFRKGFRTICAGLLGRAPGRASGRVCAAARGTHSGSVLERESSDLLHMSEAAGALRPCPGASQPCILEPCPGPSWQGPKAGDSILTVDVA
MRP-1 activ = activators of MRP-1; H69AR cells + doxorubicin, viability rescue, CellTiter-Glo; viability increase, % at 10 µM; 140,000 tested, 0.61% active; AID 799;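 active = viability gain under doxorubicin at or above a set limit, the compound median plus 3 SD, cut at about 4.7% in these data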;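 also: MRP-1 overexpressing cells given doxorubicin 25 µM after compound pretreatment; 18-22 h compound pretreatment then 72 h with doxorubicin before readout; 0% = doxorubicin-only wells and 100% = vehicle-treated cells without doxorubicin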
Measles CPE = protection of cells from measles virus; Measles virus-infected cells, CPE protection, absorbance; protection (pct of control), % at 4 µM; 140,000 tested, 1.5% active; AID 841; in the data active = protection mostly above about 24%, no sharp cut-off; inactive = mostly below about 26%; also: some compounds called inactive have numbers as strong as hits
Phagocytosis inh = macrophage phagocytosis inhibition | inhibition, % at 5 µM | J774A.1 macrophage IgG-bead phagocytosis, imaging | 110,000 tested, 0.07% active;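 active = inhibition above the mean of the plate negative controls plus 5 SD, cut at about 13% in these data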;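 also: phagocytic index as fraction of beads internalized from green versus red external bead signal; plate controls were DMSO negative control for no effect and cytochalasin-D positive control for full effect; some results beyond the cut were filed as inactive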
PTEN del growth = PTEN-deleted cell growth suppression; HCT116 PTEN-null viability, CellTiter-Glo, 60 h; hits give low values; viability, % at 10 µM; 140,000 tested, 1.2% active;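 active = viability at or below a set limit, 4 SD under the median of all tested compounds, cut at about 3.7% in these data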;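 also: PTEN knockout HCT116 line with beta catenin targeted HCT116 as companion control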
Yeast lifespan up = extends the lifespan of yeast | S. cerevisiae growth with nicotinamide, OD615; deaD strain in restrictive glucose medium | inhibition of the nicotinamide effect, % at 10 µM | 130,000 tested, 0.68% active;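 active = inhibition above a set limit, placed 3 SD over the median of all compounds, cut at about 26% in these data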;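 also: 0% = nicotinamide-treated wells and 100% = cells grown without nicotinamide; some compounds called inactive have numbers as strong as hits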
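assay system = DeaD-strain S. cerevisiae | measured by = absorbance at 615 nm | probe or stimulus = nicotinamide 1.5 mM | buffer or medium = CSMM-D glucose medium, restrictive | times = 48 h at 30 °C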
E-sel TNF inh = TNF alpha driven E-selectin expression inhibition | 120,000 tested, 0.71% active | HUVEC TNFa-induced E-selectin immunofluorescence, high content | AID 1246 | inhibition, % at 2 µM;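 active = inhibition above the batch mean plus 3 SD, and confirmed as a hit on visual image review, cut at about 43% in these data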;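 also: 0% = TNF-stimulated DMSO wells and 100% = unstimulated control wells; not every result past the cut was called active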
NPY-Y2 antag = antagonists of human neuropeptide Y receptor Y2. P49146. NPY-Y2 expressing cells, antagonist mode. inhibition, % at 2.7 µM. 140,000 tested, 0.99% active; in the data active = inhibition above about 17%;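 also: 0% = vehicle with agonist challenge and 100% = reference antagonist with challenge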
Target sequence (P49146 whole entry, looked up): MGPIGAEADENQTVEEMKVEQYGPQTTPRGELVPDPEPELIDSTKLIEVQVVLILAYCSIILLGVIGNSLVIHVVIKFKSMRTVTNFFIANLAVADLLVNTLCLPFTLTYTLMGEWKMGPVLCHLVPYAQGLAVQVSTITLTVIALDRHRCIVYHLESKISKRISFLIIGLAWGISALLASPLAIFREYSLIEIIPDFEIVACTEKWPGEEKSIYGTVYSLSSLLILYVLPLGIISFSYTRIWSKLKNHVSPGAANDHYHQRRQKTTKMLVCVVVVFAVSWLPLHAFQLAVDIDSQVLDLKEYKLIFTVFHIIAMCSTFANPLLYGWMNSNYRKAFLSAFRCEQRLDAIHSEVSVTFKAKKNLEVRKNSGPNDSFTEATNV
BB579 growth dn = chemicals that inhibit yeast BB579 growth in restrictive medium (lifespan-shortening candidates); S. cerevisiae BB579 growth, OD615, 48 h; inhibition, % at 10 µM; 140,000 tested, 0.51% active;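 active = inhibition above a set limit, 3 SD over the mean compound inhibition, cut at about 44% in these data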; also: inactives centre near -24
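Assay system – yeast BB579 (DeaD) · Dosing – single compound dose of 10 µM, 0.25% DMSO final · Detection – OD615 turbidity measurement · Buffer or medium – CSMM-D restrictive synthetic medium containing dextrose (glucose) · Benchmarks – positive control amphotericin B 10 µg/mL · Incubation – 48 h exposure, 30 °C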
Numbers without * were called inactive; . = no result given; & = joins results of further samples.

Fields: Phagocytosis inh, NPY-Y2 antag, Yeast lifespan up, bCat KO growth, Measles CPE, BB579 growth dn, MRP-1 activ, PTEN del growth, GALR2 antag, E-sel TNF inh
1: CCC(C)(C)n1nnnc1CN(Cc1cc2cc(OC)c(OC)cc2[nH]c1=O)C1CCCC1
 : 0, 2, -16, 85, 21, -43, -1.1, 85, -2, -5
2: CN1C(=O)C2(c3ccccc31)N(C)CC(c1ccccn1)C21SC(=S)N(Cc2ccco2)C1=O (stereo not given)
 : 0, 6, 18, 60, 7, -31, -2.9, 53, -8, 4
3: CCOc1ccc2[nH]c(=O)c(CN(Cc3ccccc3OC)C(=O)c3ccccc3)cc2c1
 : ., 1, -6, 21, 4, 0, -4.7, 23, 3, 5
4: Cc1ccc(CCNC(=O)NC(C)(C)C)cc1
 : -1, 1, -12, 79, 12, -29, 1.2, 94, 3, -6
5: N#Cc1c(NCCN)nc(-c2ccccc2)c2c1CCCC2
 : -1, 24*, -2, 51, 12, -10, -3.6, 34, -7, 6
6: COc1ccc(OC(=O)c2ccncc2)cc1
 : ., 0, -5, 91, 19, -42, -0.3, 113, 11, -31
7: O=C(Nc1cc([N+](=O)[O-])ccc1Cl)C1CC1
 : 2, 3, -5, 95, 7, -47, -1.1, 95, 6, 10
8: O=C(c1ccco1)N1CCN(C2CC(=O)N(c3ccccc3)C2=O)CC1 (stereo not given)
 : 1, 0, -4, 100, 6, -15, -0.7, 97, 2, -9
9: CCOC(=O)c1[nH]c(CSc2nnnn2-c2ccccc2C)c(C(=O)OCC)c1C
 : 1, 4, -3, 90, 4, -15, 2.3, 93, -10, -21
10: CCN(c1ccccc1)S(=O)(=O)c1ccc(C(=O)OC(C)C(=O)NCCC2=CCCCC2)cc1 (stereo not given)
 : -4, -1, 3, 92, 5, -12, -0.2, 91, 1, 7
11: Oc1ccc2ccccc2c1/C=N/c1nc2c(s1)CCCC2
 : 0, 2, 33*, 87, 2, -21, -3.5, 89, 15, -42
12: COC(=O)c1ccc(C2C(C(=O)OCC(C)C)=C(C)N=C3SCCC(=O)N32)cc1 (stereo not given)
 : ., 3, -3, 90, 5, 36, -2.4, 86, -12, .
13: COc1ccc(N(CC(=O)N/N=C/c2ccc(-c3ccc([N+](=O)[O-])cc3)o2)S(=O)(=O)c2ccc(C)cc2)cc1
 : ., -3, 0, 95, 2, -4, -1.6, 87, -6, .
14: CC1(C)Cc2ccccc2-c2nnc(-c3ccc4ccccc4n3)n21
 : ., 5, ., 72, 10, -6, -5.7, 73, -10, -39
15: COc1ccc(OCCC(=O)OCC(=O)Nc2ccc(Br)cc2)cc1
 : -10, 6, -1, 92, 2, -16, 2.3, 89, -3, 52
16: COCCCNC(=O)C1CCN(S(=O)(=O)c2c(C)noc2/C=C\c2ccc(OC)cc2)CC1
 : 1, 0, -10, 93, 5, -60, -0.8, 110, 2, -16
17: Cc1ccc2cc(C#N)c(NCCNC(=O)C3CC3)nc2c1C
 : 0, 4, -15, 82, 13, -37, 4.5, 76, 3, -3
18: CCC1=[N+](C)CCn2c(C)ccc21
 : 0, -3, 1, 94, 1, -13, -2.3, 97, -2, 3
19: COc1cc(NC(=O)c2cc(C(C)C)on2)c(OC)cc1Cl
 : 2, 1, -8, 82, 0, -37, -2.3, 85, 1, 17
20: CC(=O)Nc1cc2c(cc1C(C)=O)OCCO2
 : -1, -1, -22, 106, 8, -10, -1.0, 100, -5, -13
21: O=C(NNc1ccc([N+](=O)[O-])cc1)C1C2CCCCC21 (stereo not given)
 : ., 12, -3, 95, 25, -41, 0.8, 93, 14, 34
22: O=C(COc1nc2ccccc2nc1N1CCOCC1)Nc1ccc(S(=O)(=O)N2CCCC2)cc1
 : 2, 1, -5, 94, 6, -15, -1.3, 98, 2, 18
23: Cc1cc2ccccn2c1C(=O)c1nc(N2CCOCC2)ncc1Cl
 : ., 0, -11, 77, 4, -32, -5.1, 83, -9, -6
24: c1ccc(-n2ncc3c(NCCN4CCCCC4)ncnc32)cc1
 : -3, 1, -2, 103, 8, 7, -2.4, 101, 7, .
25: CC(=O)NC1=NC(=O)CS1
 : ., 0, 6, 79, 2, -12, 3.7, 92, -2, .
26: Cc1c(/C=C(\C#N)c2nn(-c3ccccc3)c(N)c2C#N)c2ccccc2n1Cc1ccc(F)cc1
 : 0, 3, -9, 59, 2, 2, -3.0, 57, 3, -14
27: O=C1c2oc3ccccc3c(=O)c2C(c2cccnc2)N1CCCN1CCOCC1 (stereo not given)
 : 2, -2, 0, 94, 5, -24, 0.6, 90, 3, .
28: CCCn1c(=O)c2ccccc2n2c(Sc3nnnn3-c3ccccc3)nnc12
 : -1, 5, -2, 53, 11, 8, -5.4, 48, 6, -45
29: N#Cc1ccc(-c2ccc(F)cc2)nc1SCC(=O)Nc1sc2c(c1C#N)CCC2
 : -1, 1, -23, 46, 1, -29, -3.7, 49, 6, 3
30: COc1cc2[nH]c(=O)n(CCC(=O)N3CCc4ccccc4C3)c(=O)c2cc1OC
 : -1, 2, 1, 98, 1, -14, -0.5, 111, 17, -39
31: COc1ccc(OC)c(/C=N/NC(=O)CSc2nnc(C)n2-c2ccccc2)c1
 : ., -1, -7, 121, 7, -60, -1.3, 103, 6, -40
32: COc1ccc(C(=O)Nc2ccc(Oc3nc(C)nc4sc(-c5ccccc5)cc34)cc2)cc1OC
 : -6, -1, -3, 21, 9, -45, 1.5, 23, 9, .
33: Cc1ccc(NC(=O)COC(=O)C(NS(=O)(=O)c2ccc(Cl)cc2)C(C)O)cc1 (stereo not given)
 : -4, -1, -1, 91, 24, -10, -1.0, 91, -7, 6
34: COCc1cc(C)nc(N2CCc3ccccc32)c1C#N
 : -2, 6, -15, 91, 16, 22, -0.5, 80, -4, 2
35: COCCNc1oc(-c2ccccc2Cl)nc1C#N
 : 0, 2, -6, 99, 7, -27, 0.8, 88, 0, .
36: CN(C)c1nccc(Nc2ccccc2)c1C#N
 : -1, 7, -11, 86, 15, -10, -1.7, 78, 3, -7
37: Cn1nnnc1SCC(=O)Nc1ccccc1N1CCOCC1
 : 0, 0, -13, 96, 11, 13, -1.5, 91, 7, .
38: Cc1nc2ccc(NC(=O)c3ccc(Cl)c(NC(=O)c4cccs4)c3)cc2s1
 : 0, 0, -5, 83, 0, -41, -3.8, 80, -10, 11
39: Cc1ccc(C)c(CN2CCCN(C(=O)Cn3ncc4c3-c3ccccc3OC4)C2)c1
 : 0, 1, -5, 45, 24, 0, -4.3, 45, -9, 1
40: CCC(C)Nc1ncnc2c1cnn2Cc1ccc(Cl)cc1 (stereo not given)
 : 1, 1, -5, 87, 12, -30, 1.6, 83, 2, 36

8 of these compounds in another layout.
21) O=C(NNc1ccc([N+](=O)[O-])cc1)C1C2CCCCC21 (stereo not given)
22) O=C(COc1nc2ccccc2nc1N1CCOCC1)Nc1ccc(S(=O)(=O)N2CCCC2)cc1
23) Cc1cc2ccccn2c1C(=O)c1nc(N2CCOCC2)ncc1Cl
24) c1ccc(-n2ncc3c(NCCN4CCCCC4)ncnc32)cc1
25) CC(=O)NC1=NC(=O)CS1
26) Cc1c(/C=C(\C#N)c2nn(-c3ccccc3)c(N)c2C#N)c2ccccc2n1Cc1ccc(F)cc1
27) O=C1c2oc3ccccc3c(=O)c2C(c2cccnc2)N1CCCN1CCOCC1 (stereo not given)
28) CCCn1c(=O)c2ccccc2n2c(Sc3nnnn3-c3ccccc3)nnc12
Screen / compound no. | 21 | 22 | 23 | 24 | 25 | 26 | 27 | 28
Phagocytosis inh | . | 2 | . | -3 | . | 0 | 2 | -1
NPY-Y2 antag | 12 | 1 | 0 | 1 | 0 | 3 | -2 | 5
Yeast lifespan up | -3 | -5 | -11 | -2 | 6 | -9 | 0 | -2
bCat KO growth | 95 | 94 | 77 | 103 | 79 | 59 | 94 | 53
Measles CPE | 25 | 6 | 4 | 8 | 2 | 2 | 5 | 11
BB579 growth dn | -41 | -15 | -32 | 7 | -12 | 2 | -24 | 8
MRP-1 activ | 0.8 | -1.3 | -5.1 | -2.4 | 3.7 | -3.0 | 0.6 | -5.4
PTEN del growth | 93 | 98 | 83 | 101 | 92 | 57 | 90 | 48
GALR2 antag | 14 | 2 | -9 | 7 | -2 | 3 | 3 | 6
E-sel TNF inh | 34 | 18 | -6 | . | . | -14 | . | -45

Additional results.
Fields: Phagocytosis inh, NPY-Y2 antag, Yeast lifespan up, bCat KO growth, Measles CPE, BB579 growth dn, MRP-1 activ, PTEN del growth, GALR2 antag, E-sel TNF inh
41: O=c1cc(C23CC4CC(CC(C4)C2)C3)[nH][nH]1
 : 1, 2, -11, 98, 9, 1, -1.0, 90, 0, 11
42: COc1ccc(-c2[nH]c(-c3cc(OC)c4c(c3)OCO4)nc2-c2ccccc2)cc1
 : -8, -4, -3, 32, 16, -21, -2.2, 22, 16, .
43: Cc1onc(-c2ccccc2Cl)c1C(=O)N1CCN(C/C=C/c2ccccc2)CC1
 : -1, 2, -8, 75, 4, -50, -0.7, 76, 7, -17
44: COc1ccc(/C=N/NC(=O)C2C(=O)NCC2c2ccccc2)c(OC)c1 (stereo not given)
 : -3, 2, 3, 101, 2, -15, -1.0, 102, 3, -6
45: CCOC(=O)C1CCN(C(=S)Nc2cccc(C)c2)CC1
 : 0, -2, -12, 91, 9, -37, -0.2, 101, 3, .
46: O=C(CN(Cc1cccs1)C(=O)CSc1nnc(COc2ccccc2)o1)NC1CCCC1
 : -1, 0, 10, 91, 7, -69, 2.4, 92, 2, -11
47: COc1ccc2c(c1)c1ncn(CCN3CCCC3)c(=O)c1n2C
 : 0, 3, -13, 84, 14, -18, -0.8, 99, 2, 19
48: COc1ccccc1NC(=O)C(C/C=C(\C)Cl)C(C)=O (stereo not given)
 : ., 3, -8, 91, 13, -32, -0.3, 98, 1, .
49: CN1C(=O)c2cccc(NC(=O)C3CCCCC3)c2C1=O
 : 0, 1, -8, 104, 18, -8, 0.0, 96, -16, .
50: CN1CCN(C(=O)CN(Cc2ccccc2)S(C)(=O)=O)CC1
 : 1, 1, 3, 99, 2, 30, 1.2, 99&96, 9, -55

Some of the entries above, set out differently.
#34 COCc1cc(C)nc(N2CCc3ccccc32)c1C#N
#37 Cn1nnnc1SCC(=O)Nc1ccccc1N1CCOCC1
entry no. | 34 | 37
Phagocytosis inh | -2 | 0
NPY-Y2 antag | 6 | 0
Yeast lifespan up | -15 | -13
bCat KO growth | 91 | 96
Measles CPE | 16 | 11
BB579 growth dn | 22 | 13
MRP-1 activ | -0.5 | -1.5
PTEN del growth | 80 | 91
GALR2 antag | -4 | 7
E-sel TNF inh | 2 | .
